RECQ1 inh: inhibitors of human RECQ1 DNA helicase | AID 2549 | RECQ1 DNA unwinding, red fluorescence kinetic read | hit rate 0.54% among 240,000 | P46063 | Potency, µM (highest dose often 57.3 µM), for the others: at the top dose activity, negative = inhibition, actives largely listed as inhibitors;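 note: plate controls were vehicle for no effect and no enzyme for full effect; nearly all actives have a fitted effect of over 30% in size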
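50 nM RECQ1T1 preincubated 15 min with compound in Tris pH 8.0 buffer with MgCl2, DTT, Tween-20 and 2.5 ug/ml poly(dI-dC); started with 200 nM TAMRA/BHQ-2 forked duplex and 2 mM ATP. Unwinding read as fluorescence (525/598 nm), two reads 2 h apart.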
Tau ThT inhib: blocks human tau fibril formation measured by thioflavin T. P10636. recombinant tau K18 P301L (four-repeat tau fragment), heparin-induced fibrillization, ThT fluorescence. Potency, µM (titrated, usually from 57.4 µM), for the others: at the top dose activity, negative = inhibition, most hits filed as inhibitors. hit rate 2.1% among 270,000; note: % is set by controls: 0 for no effect and ±100 for the full control effect; nearly all actives have a fitted effect of over 55% in size
Target sequence (P10636 561-689 P618L limits assumed): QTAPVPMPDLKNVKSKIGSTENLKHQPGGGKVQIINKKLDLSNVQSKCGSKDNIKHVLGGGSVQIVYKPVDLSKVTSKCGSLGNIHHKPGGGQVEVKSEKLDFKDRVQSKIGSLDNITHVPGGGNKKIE
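Heparin-induced fibrillization of the P301L-mutant K18 repeat-domain fragment of human tau was followed by ThT binding in quantitative high-throughput format.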
L3MBTL1 block: inhibitors of human L3MBTL1; AlphaScreen L3MBTL1–H3K9me1 peptide binding; hit rate 0.66% among 230,000; AID 485360; Potency, µM (series often up to 57.1 µM), for the others: top-dose activity, negative = inhibition, usual class: inhibitors; note: % is set by controls: 0 for no effect and ±100 for the full control effect; nearly all actives have a fitted effect of over 60% in size
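Read-out is AlphaScreen signal from streptavidin donor and nickel chelate acceptor beads (10 ug/mL final each) bridging L3MBTL1 (50 nM) and biotinylated K9-monomethylated H3(1-15) peptide (75 nM), after 30 min compound exposure at room temperature.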
KinaseGlo FLuc: blocks Kinase-Glo luciferase, a counter-screen artifact. Kinase-Glo luciferase, ATP luminescence, 8 min. Q27757. hit rate 0.28% among 200,000. Potency, µM (doses to about 38.3 µM), for the others: at the top dose activity change, negative = inhibition, hits mostly inhibitors. AID 1379; note: % is set by controls: 0 for no effect and ±100 for the full control effect; nearly all actives have a fitted effect of over 60% in size
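Compounds were added to a substrate mix at pH 7.2 (50 mM imidazole, 10 uM ATP, within the enzyme's linear range), followed by Kinase-Glo detection reagent; luminescence was measured after 8 minutes at ambient temperature.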
LMNA splice mod: modulators of lamin A splicing | Potency, µM (doses to about 46.1 µM), without a hit: top-dose ratio change, negative = inhibition, actives largely listed as inhibitors | HeLa LMNA splicing GFP/RFP minigene ratio, 48 h | hit rate 0.01% among 200,000; active = well fitted inhibition curve with a large enough effect in the signal ratio, with a control signal flat, not every such curve was filed as active; inconclusive = small, poorly fitted or top-dose-only effect, or effect the other way, or a change in a side signal; the % refers to the signal ratio; note: % is set by controls: 0 for no effect and ±100 for the full control effect
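S3 HeLa stable clones carrying a lamin A-EGFP splicing minigene plus DsRed2 were seeded at 600 cells/well in Opti-MEM with 2% FBS, pin-dosed and incubated 48 h at 37°C. Acumen cytometry (488 nm) gave the GFP/RFP total-intensity ratio.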
JMJD2E inh: blocks human JMJD2E demethylase activity; Potency, µM (top dose mostly 57.1 µM), for inactives: at the highest dose activity change, negative = inhibition, hits mostly inhibitors; B2RXH2; hit rate 1.6% among 230,000; JMJD2E catalytic domain, FDH-coupled NADH fluorescence (FDH is formaldehyde dehydrogenase); active = well fitted inhibition curve with a large enough effect, not every such curve was filed as active; inconclusive = small, poorly fitted or top-dose-only effect, or another doubt; inactive = no such curve, though single readings can be large or run the other way;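 note: 0% = wells with enzyme and -100% = buffer wells without enzyme; nearly all actives have a fitted effect of over 50% in size; many of its hits are not listed in these tables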
Target sequence (B2RXH2 1-337 limits assumed): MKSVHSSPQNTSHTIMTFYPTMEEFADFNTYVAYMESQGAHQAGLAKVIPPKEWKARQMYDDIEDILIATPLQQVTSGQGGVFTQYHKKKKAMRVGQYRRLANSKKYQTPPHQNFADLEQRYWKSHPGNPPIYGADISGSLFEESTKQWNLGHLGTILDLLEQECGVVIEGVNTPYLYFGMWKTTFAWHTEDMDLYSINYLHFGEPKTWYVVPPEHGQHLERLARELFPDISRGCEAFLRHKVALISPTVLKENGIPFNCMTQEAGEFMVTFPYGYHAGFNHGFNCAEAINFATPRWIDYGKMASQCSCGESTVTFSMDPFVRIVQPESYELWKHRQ
ALDH1A1 inh: inhibitors of human aldehyde dehydrogenase 1A1 | P00352 | Purified ALDH1A1, NADH fluorescence, propionaldehyde substrate | Potency, µM (series often up to 75.3 µM), for the others: at the top dose activity, negative = inhibition, most hits filed as inhibitors | hit rate 7.3% among 220,000 | AID 1030; active = well fitted inhibition curve with a large enough effect, not every such curve was filed as active; inconclusive = small, poorly fitted or top-dose-only effect, or another doubt; inactive = no such curve, though single readings can be large or run the other way;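 note: plate controls were no enzyme wells and a reference inhibitor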
Target sequence (P00352 whole entry, looked up): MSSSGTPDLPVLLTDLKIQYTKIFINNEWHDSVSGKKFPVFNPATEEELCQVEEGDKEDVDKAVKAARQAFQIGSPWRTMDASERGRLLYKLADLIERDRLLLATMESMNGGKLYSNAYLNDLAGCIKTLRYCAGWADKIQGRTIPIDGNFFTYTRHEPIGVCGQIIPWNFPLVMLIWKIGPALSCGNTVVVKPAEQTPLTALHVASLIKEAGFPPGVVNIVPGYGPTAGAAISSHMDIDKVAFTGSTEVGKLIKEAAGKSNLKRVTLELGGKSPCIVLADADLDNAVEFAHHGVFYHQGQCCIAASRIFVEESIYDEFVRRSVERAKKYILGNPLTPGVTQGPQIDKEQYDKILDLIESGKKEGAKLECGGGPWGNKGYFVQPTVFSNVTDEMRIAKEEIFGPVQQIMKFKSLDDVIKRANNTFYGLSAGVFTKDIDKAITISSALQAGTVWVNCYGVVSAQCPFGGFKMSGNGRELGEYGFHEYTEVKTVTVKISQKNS
SMN2 splice up: enhancers of SMN2 splice variant expression. HEK293 SMN2-luciferase splicing reporter, luminescence, 30-36 h. Potency, µM (top dose mostly 46.1 µM), inactives show at the highest dose activity change, positive = activation, actives largely listed as activators. hit rate 2.8% among 210,000. AID 1458; note: % of control where 0% means no effect; nearly all actives have a fitted effect of over 55% in size
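HEK293 cells carry an SMN2 […]–luciferase reporter in which exon 7 inclusion puts luciferase in frame. Cells were plated 10-12 h before compound addition, then incubated 30-36 h at 37C. ONE-Glo luminescence was read; sodium butyrate at 4.5 mM final served as control.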
* marks the source's active call; other numbers are inactive results; i = inactive; u = inconclusive; x = no result given; & = joins results of further samples; ! = not active in a repeat; [ ] = remark or other dose. Unless noted, calls come from the whole dose curve; as a rule, active = well fitted curve in the direction sought with a large enough effect; inconclusive = small, poorly fitted or top-dose-only effect, or another doubt; inactive = no such curve, though single readings can be large; an effect the other way counts as inactive or inconclusive. Potency is the fitted concentration of half-maximal effect. Only part of the results is shown. The share of hits here may be higher or lower than overall.

structure	RECQ1 inh	Tau ThT inhib	L3MBTL1 block	KinaseGlo FLuc	LMNA splice mod	JMJD2E inh	ALDH1A1 inh	SMN2 splice up
CCCCN(C)Cc1cc(=O)oc2cc3c(cc12)CCCC3	-6%	u	23%	x	x	u	x	x
CCc1c2c(nc3cccc(SC)c13)COC2	3%	u	x	-5%	x	u	u	-25%
COC(=O)C1=C(C(=O)OC)[C@@H]2N(C)c3ccc(OC)cc3[C@@]23C[C@@H](C(=O)OC)N(C(=O)c2cccs2)C3=N1	u	9%[11.5 µM]	-5%	-1%[7.66 µM]	u	14%[11.4 µM]	-1%[13.5 µM]	-4%[9.22 µM]
O=C(Nc1ccc2c(c1)OCO2)C1CCCN(c2nc3ccccc3s2)C1 (stereo unspecified)	-5%	u	-3%	-1%	u	-1%	-5%	x
CCn1c(-c2ccccc2)c(C(=O)CC#N)c2ccccc21	-19%	-5%	5%	0%	4%[46 µM]	u	u	-8%
S=C1NCN(Cc2ccco2)CN1Cc1ccco1	1%	-16%	-13%	x	x	-5%	u	x
CCCC(=O)NNC(=O)Nc1ccccc1	u	0%	0%	-2%	3%	10%	29%	18%
Cn1ccnc1SCC(=O)Nc1cccc(S(=O)(=O)N2CCCCCC2)c1	-1%	3%	-16%	-2%	x	-2%	-6%	7%
Cc1cc(C)n2nc(SCn3nnc4ccccc4c3=O)nc2n1	i	-4%	-9%	10%	-5%	6%	-11%	2%
Cc1cc(C(=O)CSc2ccc(Cl)cc2)cc(C)c1OC(=S)N(C)C	-9%	-11%	x	1%	u	0%	8%	-9%
CN(C)c1ccc(/C=N/NC(=O)CNC(=O)c2ccc3c(c2)OCCO3)cc1	-1%	u	x	6%	x	u	u	-10%
O=[N+]([O-])c1ccccc1CNc1ccc(F)c(Cl)c1	-6%	-5%	-2%	1%	3%	-10%	u	11%
COC(=O)C1=C(C)N(C)C(=O)NC1c1ccc([N+](=O)[O-])o1 (stereo unspecified)	-11%	-3%	-2%	1%	-27%[46 µM]	u	25µM*	14%
CC(NC(=O)c1cccc(S(=O)(=O)N(C)C)c1)c1nc2ccccc2[nH]1 (stereo unspecified)	-8%	-10%	-1%	-1%	u	u	-13%	2%
CC(=O)Nc1ccc(OC(F)(F)Cl)cc1	i	10%	6%	-1%	x	-7%	6%	5%
C=CCN(CC=C)Cc1c(C)[nH]c2c(C)c(C)ccc2c1=O	-11%	-13%	51%[activator]	2%	4%[46 µM]	u	-6%	x
CN(C)c1ccc(C(=S)N2CCOCC2)cc1	-2%	2%	-1%	-2%	8%	4%	u	1%
COc1ccc(-n2c(Cc3cccn3C)nnc2SCC(=O)Nc2cccc(F)c2)cc1	-11%	-2%	-20%	1%	-14%	3%	13µM*	-6%
CCOc1ncccc1C(=O)OCC(=O)NCc1ccc2c(c1)OCO2	-5%	-1%	5%	1%	6%[46 µM]	0%	2%	3%
Cc1cc(C)nc(N/N=C/c2cccc([N+](=O)[O-])c2)n1	-1%	-10%	4%	x	x	-5%	x	x
N#Cc1cccc(NC(=O)NCCc2c[nH]c3ccccc23)c1	-7%	u	-9%	2%	u	-1%	-3%	-30%[inhibitor]
CN(NC1OC(=O)c2ccccc21)c1ncc(C(F)(F)F)cc1Cl (stereo unspecified)	-1%	-7%	10%	x	x	4%	3%	x
CCCc1ccc(OC(=O)c2ccc(O)cc2Cl)cc1	-8%	u	x	1%	x	3%	4%	u
CCC(C)(C)NC(=O)C(c1ccco1)N(C(=O)c1csnn1)c1cccc(F)c1 (stereo unspecified)	-9%	-1%	7%	x	0%	4%	8%	x
Brc1ccc(-c2noc(COc3ccc4c(c3)CCC4)n2)o1	-13%	u	-5%	2%	-22%	6%	-7%	0%
CC1(OC(=O)CCc2ccccc2)C(=O)C=C2C=C(c3ccc(C#N)cc3)N(C3CCCCC3)C=C2C1=O (stereo unspecified)	-2%[11.5 µM]	u	x	-7%[7.66 µM]	0%[9.22 µM]	28µM*!	4%[13.5 µM]	7%[9.22 µM]
c1ccc(CSc2ncnc3ccccc23)cc1	i	-15%	7%[11.4 µM]	-3%	x	1%	u	-5%
CC(=O)Nc1ccc(NC(=O)Cn2c(=O)n(-c3ccc(C)cc3)c(=O)c3oc4ccccc4c32)cc1	i	-1%	x	1%	26%[9.22 µM]	-22%	-10%	-9%
O=C(Cc1ccccc1Cl)NCCCn1ccnc1	-9%	-2%	4%	-4%	-5%	1%	9%	0%
CCOC(=O)N1CCN(C(=O)c2cnsn2)CC1	0%	-10%	u	3%	1%	16%	7%	u

Record cards, from the list above:
CCOC(=O)N1CCN(C(=O)c2cnsn2)CC1 is entered as RECQ1 inh: 0%; Tau ThT inhib: -10%; L3MBTL1 block: u; KinaseGlo FLuc: 3%; LMNA splice mod: 1%; JMJD2E inh: 16%; ALDH1A1 inh: 7%; SMN2 splice up: u
Brc1ccc(-c2noc(COc3ccc4c(c3)CCC4)n2)o1 is entered as RECQ1 inh: -13%; Tau ThT inhib: u; L3MBTL1 block: -5%; KinaseGlo FLuc: 2%; LMNA splice mod: -22%; JMJD2E inh: 6%; ALDH1A1 inh: -7%; SMN2 splice up: 0%
O=C(Cc1ccccc1Cl)NCCCn1ccnc1 is entered as RECQ1 inh: -9%; Tau ThT inhib: -2%; L3MBTL1 block: 4%; KinaseGlo FLuc: -4%; LMNA splice mod: -5%; JMJD2E inh: 1%; ALDH1A1 inh: 9%; SMN2 splice up: 0%

Additional compounds
structure	RECQ1 inh	Tau ThT inhib	L3MBTL1 block	KinaseGlo FLuc	LMNA splice mod	JMJD2E inh	ALDH1A1 inh	SMN2 splice up
COc1ccc(CNc2ncnc(N)n2)cc1	-6%	-12%	x	-2%	-17%	-7%	6%	-8%
CC(C)c1nc(SCC(=O)Nc2ccc3c(c2)OCCO3)c2c(=O)n(C)c(=O)n(C)c2n1	-5%	0%	0%	-3%	-1%	-4%	2%	-13%
CSc1nc2c(cc1C#N)CCC2	-6%	-10%	2%	x	x	u	x	x
CCO[C@@H]1OC(C(=O)N2CCOCC2)=C[C@H](C2CC2)[C@H]1CCCO	-15%	-7%	13%	x	x	-1%	-1%	x
CCOC(=O)c1c(-c2cccc3ccccc23)csc1NC(=O)C1C2CCC(O2)C1C(=O)O (stereo unspecified)	-1%	-17%	-5%	3%	-2%	u	3%	1%
Cc1nn(C(C)C(=O)NCc2ccccc2Cl)c(=O)c2c1sc1ccccc12 (stereo unspecified)	i	-24%	x	-3%	-7%	u	u	-2%
N#Cc1nc(-c2ccc(OCc3ccccc3)cc2)oc1NCCCN1CCOCC1	-24%	u	x	1%	-27%	u	u	-24%
O=C(NN=C1CCCC1)c1cc(-c2ccc(F)cc2)nc2ccccc12	-3%	6%	x	-3%	u	u	-6%	1%
CCOc1cc(-c2noc(CCC(=O)N3CCOCC3)n2)ccc1OC	i	-8%	-2%	0%	14%	6%	-8%	-1%
COc1ccc(NC(=S)Nc2ccc(S(=O)(=O)N3CCOCC3)cc2)c(OC)c1	-12%	-10%	-5%	2%	-8%	-4%	u	2%

An excerpt from above in order of molecular weight, largest number first:
structure	RECQ1 inh	Tau ThT inhib	L3MBTL1 block	KinaseGlo FLuc	LMNA splice mod	JMJD2E inh	ALDH1A1 inh	SMN2 splice up
COc1ccc(NC(=S)Nc2ccc(S(=O)(=O)N3CCOCC3)cc2)c(OC)c1	-12%	-10%	-5%	2%	-8%	-4%	u	2%
N#Cc1nc(-c2ccc(OCc3ccccc3)cc2)oc1NCCCN1CCOCC1	-24%	u	x	1%	-27%	u	u	-24%
CN(NC1OC(=O)c2ccccc21)c1ncc(C(F)(F)F)cc1Cl (stereo unspecified)	-1%	-7%	10%	x	x	4%	3%	x

(more compounds)
structure	RECQ1 inh	Tau ThT inhib	L3MBTL1 block	KinaseGlo FLuc	LMNA splice mod	JMJD2E inh	ALDH1A1 inh	SMN2 splice up
O=C(Cn1nc(C(=O)O)c2ccccc2c1=O)NCc1ccco1	i	8%	-1%	5%	-1%[46 µM]	0%	0%	13%
O=C(/C=C/c1ccco1)N1CCN(c2ccccc2)CC1	2%	-13%	-6%	-1%	u	-21%	u	0%
COc1ccc(Cl)cc1C(=O)NCCc1ccc(S(=O)(=O)NC(=O)NC2CCCCC2)cc1	-4%	u	0%	2%	u	10%	1%	-18%
CCn1c(SCC(=O)OC)nnc1-c1ccccc1	i	-6%	11%	2%	-5%[46 µM]	4%	8%	-9%
CN(Cc1nc(-c2ccc(C(F)(F)F)cc2)no1)C1CCOCC1	0%	-10%	-4%	0%	x	-11%	2%	x
O=C(O)c1cccnc1SCc1cccc(Cl)c1	i	1%&7%	x	0%	3%[46 µM]	12%	8%	14%
O=C(Nc1cnn(Cc2ccc(F)cc2)c1)C(c1ccccc1)c1ccccc1	-15%	5%	-4%	-1%	u	-3%	0%	2%
Cc1ccc(-n2nnc3c(=O)n(CC(=O)NCC4CCCO4)cnc32)cc1 (stereo unspecified)	-4%	-6%	4%	-3%	11%	-2%	-1%	-15%
O=C(OCC(=O)N1CCCCCC1)c1ccc(S(=O)(=O)N2CCOCC2)cc1	-8%	-9%	x	x	x	15%	-18%	x
O=C(c1ccc(S(=O)(=O)N2CCCC2)cc1)N1CCCc2ccccc21	i	-4%	-3%	-2%	u	-1%	u	-14%
C=CCSc1nnc(-c2ccccc2N=Cc2c(C)[nH]n(-c3ccccc3)c2=O)c(=O)[nH]1	i	u	x	-1%	5%	8%	u	-2%
CCc1ccccc1NC(=S)N(CCCN1CCOCC1)Cc1cccs1	0%	10%	-8%	-3%	u	0%	u	1%
CC(C)c1onc(C(=O)N(C)C2CCCCC2)c1[N+](=O)[O-]	i	u	x	x	x	-13%	-1%	x
Fc1ccc(CSc2nsc(SCc3ccc(F)cc3)n2)cc1	-5%	-20%	x	-3%	-6%	2%	-5%	-5%
COc1ccc(C(=O)N/C(=C/c2cccc3ccccc23)C(=O)NCCc2c[nH]c3ccccc23)cc1OC	i	1%	-13%	5%	6%	-16%	3%	-11%

From PubChem
